Bioassay records deposited in PubChem BioAssay by several laboratories.
TbMetRS inhib = Trypanosoma brucei MetRS inhibition; purified T. brucei MetRS, ATP depletion, Kinase-Glo luminescence; inhibition, % at 11.9 µM; 360,000 tested, 0.4% active; AID 624268;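 active = inhibition above a per-plate cutoff of the control wells' mean inhibition plus 3 SD, cut at about 5.5% in these data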;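 also: 0% = DMSO wells median and 100% = median of wells with control inhibitor compound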
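Material: parasite MetRS enzyme / Replication: singlicate, one well per compound / Signal: luminescence of leftover ATP / Schedule: 2 h aminoacylation at 25 °C after 15 min preincubation / Medium: HEPES-MgCl2-KCl buffer plus DTT, spermine, BSA, pyrophosphatase / Doses: 11.9 µM single point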
MsrA inh = inhibitors of bovine MsrA; AID 651718; purified bovine MsrA, absorbance read-out; 360,000 tested, 0.75% active; inhibition, % at 15.5 µM; in the data active = inhibition above about 4.5%;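 also: 0% = vehicle wells with enzyme and 100% = reference inhibitor wells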
MsrA act = activators of bovine methionine sulfoxide reductase A; 360,000 tested, 0.3% active; activation, % at 10.6 µM; purified bovine MsrA, absorbance read-out; in the data active = activation above about 7.5%;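 also: 0% = vehicle and 100% = reference activator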
eLon inh = inhibitors of E. coli Lon protease; P0A9M0; purified E. coli Lon protease, fluorescence polarization; inhibition, % at 7.94 µM; 360,000 tested, 0.42% active; AID 602123; in the data active = inhibition above about 13%, passing the limit was not always enough;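 also: 0% = enzyme with probe and DMSO and 100% = no enzyme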
Target sequence (P0A9M0 whole entry, looked up): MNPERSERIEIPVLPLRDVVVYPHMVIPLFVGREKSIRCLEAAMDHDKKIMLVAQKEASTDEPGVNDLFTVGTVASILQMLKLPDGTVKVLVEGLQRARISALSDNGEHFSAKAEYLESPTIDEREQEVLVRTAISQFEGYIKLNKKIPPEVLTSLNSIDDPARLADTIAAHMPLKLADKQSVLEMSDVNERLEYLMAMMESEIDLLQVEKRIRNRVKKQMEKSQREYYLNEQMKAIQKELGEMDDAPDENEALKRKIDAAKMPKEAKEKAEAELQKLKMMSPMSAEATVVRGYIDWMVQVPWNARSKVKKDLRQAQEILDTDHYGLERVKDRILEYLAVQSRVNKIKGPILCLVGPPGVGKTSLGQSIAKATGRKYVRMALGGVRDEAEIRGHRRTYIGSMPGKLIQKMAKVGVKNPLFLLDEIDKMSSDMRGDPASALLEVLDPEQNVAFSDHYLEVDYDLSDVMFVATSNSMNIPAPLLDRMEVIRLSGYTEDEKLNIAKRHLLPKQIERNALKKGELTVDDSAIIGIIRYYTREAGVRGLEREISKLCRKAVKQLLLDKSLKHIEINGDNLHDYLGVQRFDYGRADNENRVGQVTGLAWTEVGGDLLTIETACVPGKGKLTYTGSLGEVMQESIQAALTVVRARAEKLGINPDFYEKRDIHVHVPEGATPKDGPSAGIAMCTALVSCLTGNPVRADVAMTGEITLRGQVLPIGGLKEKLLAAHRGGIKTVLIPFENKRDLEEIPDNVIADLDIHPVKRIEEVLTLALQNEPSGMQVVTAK
Neddylation inh = inhibitors of human cullin neddylation; 360,000 tested, 0.58% active; TR-FRET cullin neddylation, biochemical; calls only at 25 µM; P61081+Q13564; in the data active = inhibition above about 36%
CSN inh = blocks human CSN-mediated cullin deneddylation | Purified CSN, SCF-Nedd8-OG deneddylation, fluorescence polarization | Q92905 | inhibition, % at 12.5 µM | 360,000 tested, 0.38% active;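 active = pattern-corrected inhibition above about 35%, with an unprinted fluorescence ratio check between 0.5 and 1.5, limit read from the data, passing the limit was not always enough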;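 also: 0% = enzyme with substrate and 100% = substrate without enzyme; some results filed as inactive read as strong as hits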
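Assay system: Purified human Csn5 enzyme expressed in HEK293T cells | Amount: Enzyme 0.24 nM | Measured by: Fluorescence polarization readout | Medium: Tris/NaCl/DTT buffer, pH 7.5 | Compound dosing: One concentration, 12.5 µM, 0.25% DMSO | Times: 90 min incubation of compound, enzyme and substrate at room temperature | Control set: no-enzyme wells high, enzyme-with-substrate wells low | Read-out: % inhibition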
PABP1 MLLE inh = inhibitors of microRNA-mediated deadenylation, human PABP1 MLLE binding; GST-MLLE / FITC-PAM2 fluorescence polarization; inhibition, % at 20 µM; 360,000 tested, 0.36% active; AID 588489; in the data active = inhibition above about 35%, passing the limit was not always enough;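 also: plate controls were DMSO wells with GST-MLLE for no effect and wells lacking GST-MLLE protein for full effect; some results filed as inactive read as strong as hits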
Rin1-Abl PPI inh = inhibitors of human Rin1-Abl protein interaction | P00519+Q13671 | TR-FRET Rin1/Abl binding, biochemical | inhibition, % at 7.35 µM | 360,000 tested, 0.4% active | AID 588664; in the data active = inhibition above about 5%, passing the limit was not always enough
FAS TE block = inhibitors of human fatty acid synthase thioesterase domain; P49327; recombinant FAS-TE, OMFH fluorogenic substrate, fluorescence endpoint; inhibition, % at 15 µM; 360,000 tested, 0.67% active;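 active = compounds whose normalised, plate-corrected inhibition of enzyme fluorescence in the single-dose primary screen is 50% or more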;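 also: 0% = DMSO with enzyme and 100% = substrate without enzyme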
* = called active by the depositor; i = inactive; / = no result given.

#	mol	TbMetRS inhib	MsrA inh	MsrA act	eLon inh	Neddylation inh
1	O=C(N/N=C/c1cccnc1)c1ccc2c(c1)OCCO2	0.0	0.4	-2	-4	i
2	COc1ccc2nc(SC(C)C(=O)NC3(C#N)CCCCC3)[nH]c2c1 (stereo not drawn)	-0.1	-0.5	-4	-7	i
3	Cc1ccc(NC(=O)c2ccc3c(c2)NC(=O)CS3)nc1	-0.2	1.3	-6	-12	i
4	CC(C)c1ccc2nc(SCC(=O)NCC3CCCO3)c(C#N)cc2c1 (stereo not drawn)	0.3	0.5	-1	2	i
5	CSc1ccc(/C=C(\C#N)C(=O)NC2CCCCC2)cc1	-0.1	-0.6	5	-10	i
6	C/C(CCC1CC(C)OC1=O)=N\NC(N)=S (stereo not drawn)	-0.7	0.6	-7	6	i
7	CC1(C)CCc2nc(SCc3ccccc3)c(C#N)cc2C1	-0.4	0.2	1	-2	i
8	Cc1ccc(S(=O)(=O)N2CCCCC2)cc1NC(=O)COC(=O)Cc1cccc2ccccc12	0.7	0.0	-3	9	i
9	COc1ccc(N2CCN(S(=O)(=O)c3ccc4oc(=O)ccc4c3)CC2)cc1	-0.3	0.3	-3	3	i
10	Cc1sc(NC(=O)c2ccccc2)c(C(=O)NC(C)C)c1C	0.0	0.1	-3	-3	i
11	C[C@H](c1ccccc1)N1C[C@H](COCc2ccccc2)Oc2cc(N3CCC[C@H]3CO)ccc2S1(=O)=O	-0.3	-0.5	2	-8	i
12	O=c1[nH][nH]cc1C=Nc1ccc(Cl)cc1	-0.4	0.7	-4	-1	i
13	CC1CCc2[nH]c3ccc(C(=O)NCCCOC(C)C)cc3c2C1 (stereo not drawn)	-0.4	-1.1	-2	-10	i
14	O=C(NC(=S)Nc1nc(-c2ccc([N+](=O)[O-])cc2)cs1)c1ccco1	-0.1	0.5	4	-11	i
15	O=c1cc(O)n(C2CCCCCC2)c(=O)[nH]1	-0.3	0.9	-2	-35	i

#	CSN inh	PABP1 MLLE inh	Rin1-Abl PPI inh	FAS TE block
1	2	-9	0	-10
2	-3	-33	6	-3
3	7	-3	1	-7
4	1	-2	0	9
5	-1	0	-1	27
6	-1	-18	3	-3
7	-7	11	2	12
8	-2	-20	2	4
9	1	-5	3	-4
10	10	12	-5	-4
11	2	/	/	8
12	1	-2	-4	-13
13	2	0	2	-2
14	6	29	-2	5
15	6	-33	-1	-1

Continuation.
#	mol	TbMetRS inhib	MsrA inh	MsrA act	eLon inh	Neddylation inh
16	CCOC(=O)C1CCCN(C(=O)C2CCN(S(=O)(=O)c3cnc[nH]3)CC2)C1 (stereo not drawn)	-0.7	0.5	-13	4	i
17	CCN(Cc1nc2ccccc2c(=O)[nH]1)C(=O)c1cccc(S(=O)(=O)N2CCc3ccccc32)c1	-0.4	0.1	-4	-6	i
18	Cc1ccc(S(=O)(=O)CNC(=S)c2cccc(Cl)c2)cc1	0.1	0.6	-1	11	i
19	COC(=O)CN1C(=O)[C@H]2[C@@H](c3ccc(C)o3)N3C(=O)CN(CC4CC4)C(=O)[C@@]3(C)[C@H]2C1=O	-0.2	0.6	0	-6	i
20	COc1ccc(C2NS(=O)(=O)N=C2N)cc1 (stereo not drawn)	-1.2	-0.5	-13	0	i
21	CN(C)C(=O)CCSc1nnc(-c2ccncc2)o1	-0.1	0.2	-3	-1	i
22	COc1cccc2cc(CC(=O)c3cc(C)ccc3C)c(=O)oc12	-1.2	2.4	-2	2	i
23	CCCn1nnnc1SCC(=O)NCc1ccc2c(c1)OCO2	-0.3	0.1	-1	1	i
24	C[C@@H]1CN([C@@H](C)CO)C(=O)CCCn2nncc2CO[C@@H]1CN(C)C(=O)C1CCCCC1	-1.4	2.6	-5	-7	i
25	Cc1cc(C)n(-c2ccc(Cl)c(C(=O)OCC(N)=O)n2)n1	0.2	0.1	0	14	i
26	Cc1ccc2c(c1)N(CC(=O)NCCCc1ccccc1)C(=O)c1cccnc1O2	1.0	-0.6	0	-3	i
27	O=S1(=O)CC(N2CCC(Cc3ccccc3)CC2)CN1Cc1ccccc1 (stereo not drawn)	0.2	0.5	-1	-10	i
28	C=CCOC(=O)C1=C[C@@H](c2csc3ccccc23)C[C@@H](OCc2ccc(CO)cc2)O1	-0.3	-0.3	-3	6	i
29	CCC1=NN2C(=N)/C(=C\c3ccc(SCc4ccco4)o3)C(=O)N=C2S1	0.6	0.5	-4	-97	i
30	COc1cc(CNCCN2CCOCC2)ccc1OCc1ccc(Cl)cc1Cl	7.0*	-1.1	0	5	i

#	CSN inh	PABP1 MLLE inh	Rin1-Abl PPI inh	FAS TE block
16	-1	-23	0	-11
17	-9	-1	2	6
18	-3	26	-1	-2
19	0	9	3	-9
20	-13	-1	1	-7
21	4	-11	-1	-4
22	0	11	-1	13
23	0	-1	0	0
24	2	-1	1	-7
25	-3	-6	-3	-4
26	-1	6	-2	27
27	5	3	0	7
28	4	15	0	18
29	78*	-33	-1	-17
30	-1	4	1	-6

Brought forward from above: 2 compounds, then new ones.
#	mol	TbMetRS inhib	MsrA inh	MsrA act	eLon inh	Neddylation inh
29	CCC1=NN2C(=N)/C(=C\c3ccc(SCc4ccco4)o3)C(=O)N=C2S1	0.6	0.5	-4	-97	i
30	COc1cc(CNCCN2CCOCC2)ccc1OCc1ccc(Cl)cc1Cl	7.0*	-1.1	0	5	i
31	Nc1ccc2oc(=O)c3ccccc3c2c1	-1.5	1.1	-5	3	i
32	Cc1ccc(NC(=O)CSCC#N)cc1	-1.1	-0.1	-6	-4	i
33	COc1ccc(C2SCCN2C(=S)Nc2ccc(F)cc2)cc1 (stereo not drawn)	0.0	-0.9	-4	-2	i
34	Cc1cccc(C)c1NC(=O)C(c1ccnc2ccccc12)N1CCN(C)CC1 (stereo not drawn)	-0.8	-0.3	/	/	i
35	COc1ccc(OC)c(NC(=O)Cn2c(CCC(=O)O)ccc2-c2cccs2)c1	-1.3	-0.1	-9	-2	i
36	Cc1cc(F)ccc1-c1cc(C(=O)NCc2cccc(C(F)(F)F)c2)[nH]n1	-0.3	-0.6	-2	-8	i
37	CCOc1ccc(NC(=O)CN(Cc2ccccc2)S(C)(=O)=O)cc1	-0.3	1.8	0	-12	i
38	CC(C)N(C(=O)Cn1cc(SCC(=O)NCc2ccco2)c2ccccc21)C(C)C	0.0	-0.4	-1	8	i
39	CCCCOC(=O)c1ccc(-c2ccc(/C=N/NC(=S)NCC)o2)cc1	-1.2	-0.9	-14	-18	i
40	Cc1cccc(C)c1NC(=O)CC(NCCc1ccccc1)C(=O)O (stereo not drawn)	-0.1	0.1	-2	-3	i
41	CCOC(=O)C1CCN(c2c(NCCC(C)C)c(=O)c2=O)CC1	0.8	1.8	-4	-1	i
42	CC(=O)Nc1ccc(NC(=O)C2CCN(C(=O)NC3CCCCC3)CC2)cc1	0.3	1.0	-3	7	i
43	CCOC(=O)C(C)Sc1ncnc2c1nnn2-c1ccc(F)cc1 (stereo not drawn)	-1.0	0.1	-1	2	i
44	Cc1ccc(NC(=O)/C=C\C(=O)O)c([N+](=O)[O-])c1	-0.1	0.8	7	2	i
45	CC(C)c1ccc(S(=O)(=O)c2ccc(NN)cc2)cc1	0.2	-0.5	-5	0	i

#	CSN inh	PABP1 MLLE inh	Rin1-Abl PPI inh	FAS TE block
29	78*	-33	-1	-17
30	-1	4	1	-6
31	-4	-14	-1	-2
32	1	27	2	-9
33	2	-35	1	4
34	-1	/	/	/
35	-1	6	-1	-5
36	3	5	-2	20
37	4	2	-1	2
38	-7	9	2	-2
39	5	6	2	6
40	-7	-11	0	-10
41	-4	15	-1	-8
42	0	3	-1	-3
43	0	23	0	-8
44	-5	-12	-6	-12
45	-4	17	0	5

Values by screen from above:
Nos. 9 to 16 in MsrA inh: 0.3, 0.1, -0.5, 0.7, -1.1, 0.5, 0.9, 0.5
Nos. 9 to 16 in eLon inh: 3, -3, -8, -1, -10, -11, -35, 4
Nos. 9 to 16 in Rin1-Abl PPI inh: 3, -5, /, -4, 2, -2, -1, 0

(continued)
#	mol	TbMetRS inhib	MsrA inh	MsrA act	eLon inh	Neddylation inh
46	CNN/C(N=Cc1ccc([N+](=O)[O-])s1)=N\S(=O)(=O)c1cc(C)c(Cl)cc1SCc1ccccc1	0.4	0.6	1	-17	i
47	C=CCN(C(=O)c1ccccc1)C1CCS(=O)(=O)C1 (stereo not drawn)	-0.1	-0.7	-2	-2	i
48	CC1CCN(S(=O)(=O)c2cc3c4c(c2)CCN4C(=O)CC3)CC1	-0.2	0.0	-3	0	i
49	CCCCn1c(SCC(=O)Nc2cc(C)[nH]n2)nc2ccsc2c1=O	-0.1	0.1	-1	-3	i
50	Cn1c(=NC(=O)CSCC(=O)N2CCOCC2)sc2ccccc21	-0.8	0.9	-5	-4	i
51	Cc1nc(SCc2ccc(C#N)cc2)n[nH]1	0.3	-0.5	-3	3	i
52	COc1ccc2nc(/C=N/NC(=O)CCNC(=O)OC(C)(C)C)ccc2c1	-1.1	3.6	-10	2	/
53	COc1ccc(CC(NC(C)=O)C(=O)NC2CCN(C(=O)c3ccncc3)CC2)cc1OC (stereo not drawn)	0.0	0.5	2	2	i
54	O=C(Cc1ccccc1)NCc1n[nH]c(=S)n1-c1ccc(Br)cc1	0.2	2.0	1	4	i
55	C[n+]1ccc(/C=C/c2ccc(Br)cc2)cc1	-0.3	0.9	-5	1	i
56	Nc1ccc(C(=O)Nc2ccc(Nc3ccncc3)cc2)cc1	-0.4	2.4	-2	5	i
57	O=S(=O)(NC(=S)NC1CCCCC1)c1ccc(Br)cc1	0.0	0.1	0	-2	i
58	COc1ccc(S(=O)(=O)N2CCCOC2CNC(=O)C(=O)NCc2cccnc2)cc1 (stereo not drawn)	-0.4	1.5	-4	-4	i
59	COCCN(C(=O)CCC(=O)Nc1ccccn1)C(C(=O)NC(C)C)c1ccc(Cl)cc1 (stereo not drawn)	-0.3	-1.0	-2	11	i
60	CC1CCCCC1NC(=O)CN1CCC(NC(=O)c2cccc(F)c2)CC1 (stereo not drawn)	0.1	1.4	-2	2	i
61	CC(C)(C)[C@@H]1C=C(C(=O)O)[C@H](c2ccc(Cl)cc2)N1S(=O)(=O)c1ccccc1	-1.3	1.5	-8	-9	i

#	CSN inh	PABP1 MLLE inh	Rin1-Abl PPI inh	FAS TE block
46	5	-27	0	30
47	0	-8	3	-7
48	-1	0	3	-5
49	1	2	-2	-2
50	-4	18	4	-6
51	2	-14	3	0
52	2	-2	-2	-1
53	0	5	3	-3
54	3	-7	0	-5
55	1	-64	1	-6
56	-3	5	0	-28
57	0	36	4	-1
58	0	-8	1	-4
59	3	-5	4	-5
60	2	0	1	-3
61	-3	12	-3	0

Ordered by the number under Rin1-Abl PPI inh (falling): three from the list above
| item | Compound | Rin1-Abl PPI inh |
| --- | --- | --- |
| 50 | Cn1c(=NC(=O)CSCC(=O)N2CCOCC2)sc2ccccc21 | 4 |
| 30 | COc1cc(CNCCN2CCOCC2)ccc1OCc1ccc(Cl)cc1Cl | 1 |
| 43 | CCOC(=O)C(C)Sc1ncnc2c1nnn2-c1ccc(F)cc1 (stereo not drawn) | 0 |
